From PubChem BioAssay
ABCG2 inh – ABCG2 efflux pump inhibitors, primary screen, multiplex with ABCB1, IgMXP3 cells, flow cytometry | inhibition, % at 6.6 µM | 190,000 tested, 0.1% active | JC-1 efflux | Broad substrate specificity ATP-binding cassette transporter ABCG2 (Homo sapiens), Q9UNQ0;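 active means inhibition above 80%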;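 further: 0% = DMSO and 100% = nicardipine control wells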
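Measure – % inhibition of efflux relative to nicardipine and DMSO · Test system – ABCG2 IgMXP3 and barcoded ABCB1 CCRF-Adr cell mix · Control set – nicardipine as high control, DMSO as low control · Compound – one concentration, 6.6 µM final · Signal – flow cytometry of retained JC-1 fluorescence · Timing – 10 min exposure at 25 °C with rotation, no wash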
Bim-Bfl-1 – inhibitors of Bim binding to Bfl-1, primary screen, biochemical, multiplexed, bead-based flow cytometry; Bim-Bfl-1 binding inhibition; inhibition, % at 10 µM; 190,000 tested, 0.12% active; AID 1008, 2008;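 further: 0% = wells without compound plus tracer and 100% = blocker peptide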
Bim-Bcl-2 – inhibitors of Bim-Bcl-2 binding, primary screen, biochemical, multiplexed, human Bcl-2 family. inhibition, % at 10 µM. 190,000 tested, 0.06% active. Apoptosis regulator Bcl-2 (Homo sapiens), P10415. Bead-based flow cytometry, Bim peptide-Bcl-2 binding. AID 950, 2007; in the data active means inhibition above about 40%; inconclusive means no clear call, values can overlap the other calls;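 further: 0% = no compound wells with probe peptide and 100% = reference peptide inhibitor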
RGS8-Gao reg – RGS8-Galphao binding modulators, primary screen, biochemical, multiplexed bead flow cytometry | response (percent of control binding), % at 10 µM | AID 1423, 2008 | actives lie on both sides | 220,000 tested, 0.34% active | Guanine nucleotide-binding protein G(o) subunit alpha (Homo sapiens), P09471; in the data active means response below about 60% or above about 140%; inactive means in between;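 further: Galphao activated as the GDP aluminium fluoride complex binding bead-coupled RGS8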
Bim-Bcl-W – inhibitors of Bim binding to Bcl-W, primary screen, biochemical, multiplexed, bead-based flow cytometry. Bcl-2-like protein 2 (Homo sapiens), Q92843. Bim peptide-Bcl-W binding. inhibition, % at 10 µM. 190,000 tested, 0.02% active. AID 952, 2007;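 further: 0% = bound tracer without compound and 100% = peptide blocker; higher means less fluorescent Bim peptide bound to Bcl-W beads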
ABCB1 inh – ABCB1 efflux pump inhibitors, primary screen, cell-based, multiplex, flow cytometry, ABCG2 counter-screen. CCRF-Adr cells, JC-1 efflux. inhibition, % at 6.6 µM. 190,000 tested, 0.067% active. AID 1326, 2008; in the data active means inhibition above about 40%;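 further: 0% = vehicle and 100% = reference inhibitor; higher value means more JC-1 retained so stronger ABCB1 efflux block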
Target sequence (P08183 whole entry, looked up): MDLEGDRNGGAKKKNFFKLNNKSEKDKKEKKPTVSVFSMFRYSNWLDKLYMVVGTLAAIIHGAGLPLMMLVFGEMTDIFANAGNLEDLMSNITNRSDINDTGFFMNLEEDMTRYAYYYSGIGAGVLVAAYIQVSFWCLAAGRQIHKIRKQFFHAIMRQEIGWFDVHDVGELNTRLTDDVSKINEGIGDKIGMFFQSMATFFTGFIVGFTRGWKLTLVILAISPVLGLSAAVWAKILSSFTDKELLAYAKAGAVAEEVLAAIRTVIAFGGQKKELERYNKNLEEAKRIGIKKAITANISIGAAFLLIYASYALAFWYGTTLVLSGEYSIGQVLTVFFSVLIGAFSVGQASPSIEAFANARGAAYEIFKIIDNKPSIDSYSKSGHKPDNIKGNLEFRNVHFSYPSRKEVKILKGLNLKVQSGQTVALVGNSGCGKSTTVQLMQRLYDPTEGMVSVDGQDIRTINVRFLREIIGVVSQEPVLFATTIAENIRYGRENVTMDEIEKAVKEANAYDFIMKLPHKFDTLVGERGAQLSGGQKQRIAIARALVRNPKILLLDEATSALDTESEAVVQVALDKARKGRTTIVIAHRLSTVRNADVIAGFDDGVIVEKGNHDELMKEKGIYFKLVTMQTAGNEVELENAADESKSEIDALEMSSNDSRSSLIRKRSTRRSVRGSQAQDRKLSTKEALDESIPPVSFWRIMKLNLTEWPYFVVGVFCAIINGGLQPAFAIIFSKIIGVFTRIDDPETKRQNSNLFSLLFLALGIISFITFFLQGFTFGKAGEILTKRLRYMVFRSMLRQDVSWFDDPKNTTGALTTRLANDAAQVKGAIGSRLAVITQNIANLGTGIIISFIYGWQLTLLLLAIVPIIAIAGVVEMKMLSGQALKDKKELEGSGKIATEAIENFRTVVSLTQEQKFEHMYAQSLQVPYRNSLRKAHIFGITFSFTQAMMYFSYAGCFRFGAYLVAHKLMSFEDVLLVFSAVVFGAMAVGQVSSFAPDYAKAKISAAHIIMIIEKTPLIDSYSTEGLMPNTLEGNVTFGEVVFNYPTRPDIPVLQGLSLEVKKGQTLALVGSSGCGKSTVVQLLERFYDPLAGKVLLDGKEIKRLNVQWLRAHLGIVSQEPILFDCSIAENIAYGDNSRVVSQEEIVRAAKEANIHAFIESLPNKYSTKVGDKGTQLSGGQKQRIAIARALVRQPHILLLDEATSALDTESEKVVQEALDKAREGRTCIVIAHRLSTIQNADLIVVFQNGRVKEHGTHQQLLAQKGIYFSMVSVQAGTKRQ
RGS4-Gao reg – modulators of RGS4 binding to Galphao, primary screen, biochemical, multiplexed bead flow cytometry | Guanine nucleotide-binding protein G(o) subunit alpha (Homo sapiens), P09471 | actives lie on both sides | binding response (% of control), % at 10 µM | 220,000 tested, 0.33% active; in the data active means binding response below about 49% or above about 150%; inactive means in between;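 further: fluorescent Galphao activated with aluminum fluoride binding bead-coupled RGS4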
RGS7-Gao reg – RGS7-Galphao binding modulators, primary screen, biochemical, multiplexed bead flow cytometry; Guanine nucleotide-binding protein G(o) subunit alpha (Homo sapiens), P09471; actives lie on both sides; binding response (% of control), % at 10 µM; 220,000 tested, 0.35% active; in the data active means binding response below about 49% or above about 150%; inconclusive means no clear call, values can overlap the other calls; inactive means in between;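 further: fluorescent Galphao held in activated GDP-AlF4 state binding bead-coupled RGS7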
Bim-Bcl-B – inhibitors of Bim-Bcl-B binding, primary screen, biochemical, multiplexed, human Bcl-2 family. AID 951, 2007. Bcl-2-like protein 10 (Homo sapiens), Q9HD36. inhibition, % at 10 µM. 190,000 tested, 0.073% active. bead-based flow cytometry, Bim peptide-Bcl-B binding;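 further: 0% = tracer peptide without compound and 100% = reference inhibitor peptide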
Bim-Bcl-XL – inhibitors of Bim-Bcl-XL binding, primary screen, biochemical, multiplexed, bead flow cytometry, human Bcl-XL. inhibition, % at 10 µM. 190,000 tested, 0.04% active. Bim peptide-Bcl-XL binding, fluorescence. AID 1007, 2008
GSH bead fluor – compound fluorescence on glutathione beads, profiling panel, artefact control, biophysical, 488/530 nm, flow cytometry; fluorescence (KMESF) at 10 µM; GSH beads flow cytometry, compound fluorescence 488/530 nm; stronger effect = higher value; 190,000 tested, 0.25% active; in the data active means fluorescence above about 89;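 further: glutathione beads carrying GST-tagged Bcl family fusion proteins plus one bare bead set; values are compound well signal with DMSO vehicle wells as background; inactives centre near 16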
Numbers without * were called inactive; ? = inconclusive. Unless noted, no stated cut-off is given here; in the data, active means inhibition above about 40%.

Structure,GSH bead fluor,RGS4-Gao reg,Bim-Bcl-W,ABCG2 inh,RGS7-Gao reg,RGS8-Gao reg,Bim-Bcl-2,ABCB1 inh,Bim-Bcl-XL,Bim-Bcl-B,Bim-Bfl-1
CC1CCCC(C)N1S(=O)(=O)c1ccc(NC(=O)CCn2cnc3ccccc3c2=O)cc1 (configuration not stated),5,100,8,3,101,98,1,0.7,2,-1,1
Cc1ccc(CCNC(=O)C2CCN(c3nn4c(=O)cc(C)nc4s3)CC2)cc1,27,99,-3,1,99,100,-1,0.4,-5,-3,-4
COc1ccc2c(C=O)c[nH]c2c1,14,102,-4,0,101,104,-5,0.3,-5,-7,-8
CC(OC(=O)c1ccco1)C(=O)Nc1ccc(Cl)cn1 (configuration not stated),15,99,0,3,?,99,0,0.2,0,0,-2
O=C(NCc1ccccc1Cl)C(=O)c1c[nH]c2ccccc12,12,100,2,18,105,102,0,0.8,0,0,-3
O=C(c1nnsc1S(=O)c1ccc(Cl)cc1)N1CCOCC1 (configuration not stated),10,107,-3,0,107,99,1,-0.2,-4,-4,-4
CN(C(=O)NC(=O)C1=C(N2CCOCC2)/C(=C/c2ccccc2)CC1)S(C)(=O)=O,18,100,2,0,80,86,-3,-0.1,-1,-4,-6
Cc1cc(C(=O)Nn2cnnc2)cs1,11,97,-2,3,101,99,-4,0.7,-2,-1,-2
c1ccc(-c2nn3c(C4CCCCC4)nnc3s2)nc1,66,99,5,1,95,93,5,0.1,-6,5,2
Cc1ccccc1C(=O)NC1CCN(CC(=O)NCc2ccc(F)cc2)CC1,21,92,-3,1,101,96,-3,0.1,-6,-5,-5
N#Cc1c(NC(=O)C2CCCO2)sc2c1CCCCC2 (configuration not stated),13,107,-1,15,?,106,-1,1.4,1,-2,-1
COc1c(Cl)cc(Cl)cc1C(=O)Nc1ccc(CN2CCCCC2)cc1,20,103,-4,2,101,99,-1,1.2,-7,-7,-5
CCOc1ccc2nc(SCc3ccc(CC(=O)O)cc3)c(C#N)cc2c1,11,101,1,2,101,106,-1,0.3,6,-2,-5
COc1ccc(-c2cc(C(=O)NCCCn3ccnc3)no2)cc1,9,104,0,0,107,102,-4,-0.4,1,-3,-5
CCOc1c2ccc(C(=O)NCc3ccc(OC(F)(F)F)cc3)cc2nn1CC,9,101,-1,4,99,103,-4,0.4,-5,-5,-2
CCCOc1ccccc1NC(=O)c1c(-c2ccccc2)noc1C,20,104,-1,5,101,106,-8,0.8,-1,-4,-10
CC(Sc1nnc(C(C)N(C)C)n1-c1ccc(Cl)cc1)C(=O)Nc1ccc2c(c1)OCO2 (configuration not stated),14,98,2,0,99,100,1,0.1,0,0,1
COc1cccc(Nc2nc3ccccc3c(=O)[nH]2)c1,26,101,1,2,102,102,-7,0.0,0,-3,-6
COc1cc2c(cc1NCc1ccc3c(c1)OCO3)oc1ccccc12,30,100,1,5,98,101,6,-0.7,0,-1,3
Cc1nnc2n1NC(c1ccc(Cl)cc1)C(C(=O)N1CCC(C)CC1)S2 (configuration not stated),9,96,1,2,95,99,1,0.4,1,0,-3
COc1ccc(N(C(=O)c2ccccc2OC)C2C=CS(=O)(=O)C2)c(OC)c1 (configuration not stated),32,103,-1,0,102,102,-4,0.4,-8,-8,-3
COc1ccccc1CNC(=O)Cc1ccc(Br)cc1,11,97,-3,6,101,97,1,0.1,-3,-4,-1
COc1ccccc1-c1nc(SCC(=O)N(C)c2ccccc2)c2c(=O)n(C)c(=O)n(C)c2n1,11,98,-1,3,89,97,-2,3.0,-2,-4,-5
CCn1c(-c2ccncc2)n[nH]c1=S,19,102,-5,-4,104,99,-1,-0.4,-6,-4,1
COc1ccc(Cc2nc3ccccc3n2C)cc1,23,99,-2,0,101,98,0,-0.3,0,-5,-3

Later entries.
Structure,GSH bead fluor,RGS4-Gao reg,Bim-Bcl-W,ABCG2 inh,RGS7-Gao reg,RGS8-Gao reg,Bim-Bcl-2,ABCB1 inh,Bim-Bcl-XL,Bim-Bcl-B,Bim-Bfl-1
Cc1ccc(C(=O)NC2CCCc3ccccc32)o1 (configuration not stated),37,93,0,4,96,98,-7,0.5,-11,-7,-11
Cc1cccc(C(=O)/C=C2/c3ccccc3CC(C)(C)N2C)c1,48,105,6,4,105,103,-3,0.3,10,-2,-5
CCOC(=O)c1ccc(CNCc2ccc(C)cc2)cc1,11,99,0,30,96,104,-7,3.2,0,-5,-22
O=C(N/N=C\c1ccc(Cl)s1)c1ccc(Cn2cccn2)o1,7,96,1,3,98,100,-1,0.4,-1,-2,-1
COc1cc(C(C)=O)ccc1COc1ccc(C(=O)OCC(=O)NC(C)(C)C)cc1OC,9,102,-1,11,95,103,-2,3.7,-2,-4,-17
CCc1nnc(NC(=O)CN2CCOCC2)s1,6,99,2,1,98,100,2,0.2,-1,1,2
C(=N/Nc1nccs1)/c1cccnc1,26,102,-1,5,98,99,-1,-0.1,-2,0,0
CC(=O)c1cccc(NC(=O)c2ccc(N(C)S(C)(=O)=O)cc2)c1,24,99,0,-2,97,98,-10,-2.5,0,-6,-5
OCCN(Cc1ccccc1)Cc1ccc(F)c(F)c1,31,99,2,0,97,98,-7,0.5,-1,-4,-9
Cc1ccc(SCCC(=O)Nc2nccs2)cc1,24,100,-1,8,97,101,-2,0.4,0,0,-5
COC(=O)c1ccccc1NC(=O)c1ccccc1SC,27,97,-4,27,99,100,-7,1.1,-8,-10,-20
COc1cc(C(=O)Nc2nnc(C(F)(F)F)s2)c([N+](=O)[O-])cc1OC,10,101,1,1,?,103,0,-0.4,0,0,-2
Cc1cc2c(n1-c1ccc(Cl)cc1)CC(C)(C)CC2=O,31,102,0,37,102,102,-10,-0.4,-8,-9,-19
O=C1c2ccccc2-c2cccc(C(=O)N3CCN(C(=O)c4ccccc4)CC3)c21,19,101,2,8,?,100,-1,1.2,-2,-1,-3
O=C(CCc1ccccc1)NNC(=O)C1CCCCC1,9,98,0,1,102,100,-1,0.0,0,-2,0
Cc1ccc([N+](=O)[O-])cc1N=Cc1ccc(Br)s1,17,103,-4,0,104,106,-3,-0.1,-4,-4,-3
CCc1ccccc1OCC(=O)OCC(=O)c1c(N)n(C)c(=O)n(C)c1=O,12,101,-3,25,107,102,-4,-1.4,0,-6,-6
Cc1ccc(NC(=O)C(=O)NCCc2c[nH]c3ccccc23)cc1C,20,97,4,0,97,104,2,0.1,0,3,-3
C(=C\c1nc2ccccc2[nH]1)/c1ccccc1,14,94,1,0,101,100,-2,0.1,0,-5,-7
COc1ccc(COCC(CC(C)C)N2CCN(C(=O)c3cccc(C(F)(F)F)c3)CCC2=O)cc1 (configuration not stated),18,94,0,6,96,92,-1,1.9,-3,-2,0
CCOC(=O)c1c(NC(=O)c2ccccc2N(C)S(=O)(=O)c2ccccc2)sc2c1CCCC2,17,103,-6,14,101,100,-9,2.9,-8,-9,-13
Cc1ccc(-c2c[n+](CC(=O)Nc3cc(=O)n(C)c(=O)n3C)c3n2CCC3)cc1,19,99,-6,-1,99,100,-10,-0.1,-8,-11,-16
CCc1ccc(OCCNC(=O)c2cc(SC)ccc2Cl)cc1,22,99,-2,-2,101,99,0,-2.5,-3,-2,-4
CN(C)c1nc(NCc2ccccc2)nc(N/N=C/c2ccc3c(c2)OCO3)n1,21,101,0,3,100,108,-2,1.1,-1,0,0
COCCN(C(=S)Nc1cccc(C)c1)C(C)c1cccnc1 (configuration not stated),14,99,-2,16,100,99,-3,0.9,-1,-2,-6

New compounds follow:
Structure,GSH bead fluor,RGS4-Gao reg,Bim-Bcl-W,ABCG2 inh,RGS7-Gao reg,RGS8-Gao reg,Bim-Bcl-2,ABCB1 inh,Bim-Bcl-XL,Bim-Bcl-B,Bim-Bfl-1
Cc1nn(CCC#N)c(NC(=O)c2ccccc2)c1P(=O)(Nc1ccc(Br)cc1)N1CCOCC1 (configuration not stated),12,101,-1,3,103,100,-7,-0.1,-2,-5,-5
COc1ccc(OC)c(NS(=O)(=O)c2cccs2)c1,24,97,-4,9,99,99,-12,0.4,-12,-10,-23
Cc1c(Br)cc(C(=O)N2CCN(CCO)CC2)c(C)c1C,33,101,-4,12,102,99,-12,0.7,-26,-11,-19
O=C1CC(N2CCN(Cc3ccc4c(c3)OCO4)CC2)C(=O)N1c1ccccc1 (configuration not stated),21,101,2,0,100,104,-7,0.3,-1,-5,-12
CCN(CC)c1ccc(C2C3CCCCC3(O)CCN2CC(=O)Nc2ccccc2)cc1 (configuration not stated),11,100,0,4,99,102,-3,1.5,-2,-1,-1
CCOc1ccc(NC(=O)CSc2nc3cccnc3n2CC)cc1,14,103,1,59,105,101,-10,-0.8,-2,-5,-13
COc1ccc(NC(=S)NNC(=O)c2ccccc2OC(F)F)cc1,38,102,0,0,105,100,-6,-0.1,0,-22,-3
N=C1C(c2nc3ccccc3s2)=C(O)CN1Cc1ccco1,17,102,0,6,100,99,1,0.8,2,-2,1
CCOC(=O)N1CCN(C(=O)c2ccc(-n3c(=S)[nH]c4ccccc4c3=O)cc2)CC1,20,87,1,1,93,92,7,0.1,1,-8,7
O=C(COC(=O)c1ccc(O)cc1)Nc1cc(C(F)(F)F)ccc1Cl,60,96,0,4,96,99,-1,0.8,-2,-4,-7
CCOc1ccc(CCNS(=O)(=O)c2ccc3c(c2)NC(=O)CC(=O)N3)cc1OCC,27,102,4,1,103,105,4,0.9,-1,0,0
Cc1cc(C)nc(SCC(=O)Nc2ccccc2[N+](=O)[O-])n1,17,98,1,-1,97,93,0,-0.3,0,4,1
CCN(C(=O)CSc1nnc(-c2ccccc2)n1C)C1CCS(=O)(=O)C1 (configuration not stated),15,99,-1,0,?,101,1,-0.2,-1,-3,-4
Cc1ccc2[nH]c(=O)c(CN(Cc3ccco3)C(=O)c3ccncc3)cc2c1,7,97,1,1,92,97,0,0.1,1,2,1
CNC(=O)NC(=S)NC(=O)c1ccc(OC)cc1,8,109,-2,1,106,109,-2,0.1,-1,0,-3
Nc1cc(=O)[nH]c(N2CCN(c3ccccc3)CC2)n1,17,98,-1,3,103,100,0,1.2,-1,-2,-4
